Screening data: PubChem BioAssay, several laboratories
GASC-1 inh: inhibitors of human GASC-1 (JMJD2C) demethylase. GST-JMJD2C(1-420) H3K9me3 demethylation, DELFIA europium. Q9H3R0. AID 2099. inhibition, % at 2.35 µM. hit rate 0.069% among 330,000;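 active = more than half of a compound's replicate wells show inhibition beyond 50%, single wells judged on their own value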;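 also: signal counts dimethyl H3K9 product captured on neutravidin plate; 0% = median of DMSO wells and 100% = 0.3 times that DMSO median; strong numbers were not always called active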
Target sequence (Q9H3R0 1-420 limits assumed): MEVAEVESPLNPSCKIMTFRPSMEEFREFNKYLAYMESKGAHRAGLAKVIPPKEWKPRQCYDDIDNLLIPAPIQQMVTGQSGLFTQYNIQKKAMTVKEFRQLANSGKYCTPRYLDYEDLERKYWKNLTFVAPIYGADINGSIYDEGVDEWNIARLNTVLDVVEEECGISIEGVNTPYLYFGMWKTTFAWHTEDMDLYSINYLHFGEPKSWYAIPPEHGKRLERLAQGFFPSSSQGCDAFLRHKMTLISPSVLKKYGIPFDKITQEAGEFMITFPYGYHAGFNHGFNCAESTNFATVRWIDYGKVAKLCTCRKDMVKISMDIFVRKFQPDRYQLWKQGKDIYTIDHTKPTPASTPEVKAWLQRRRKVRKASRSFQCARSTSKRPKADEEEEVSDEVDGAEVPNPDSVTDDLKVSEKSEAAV
CIT2-GFP yeast: yeast TOR pathway CIT2-GFP modulation. S. cerevisiae CIT2-GFP strain, flow cytometry, 3 h; 100 means same as DMSO wells. GFP response vs DMSO, % at 10 µM. hit rate 0.065% among 320,000;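 active = GFP response relative to DMSO above a set limit, near the screen mean plus 3 SD, cut at about 150% in these data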;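 also: ratio of well median GFP fluorescence to mean of DMSO wells on the plate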
LAP4 TOR yeast: modulators of TOR pathway LAP4-GFP in S. cerevisiae | hit rate 0.34% among 320,000 | S. cerevisiae LAP4-GFP multiplex, flow cytometry GFP, 3 h; median GFP as percent of DMSO wells | GFP response vs DMSO, % at 10 µM | AID 2023;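 active = GFP response vs DMSO above a set limit, about the screen mean plus 3 SD, cut at about 150% in these data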
VLA-4 inh: inhibition in a human VLA-4 binding assay; P13612; VLA-4 expressing cells, ligand binding flow cytometry; inhibition, % (about 7 µM as worked out from the volumes in the protocol); hit rate 0.2% among 330,000; AID 2557; in the data active = inhibition above about 50%
RPL19A TOR yeast: alters RPL19A-GFP fluorescence in TOR pathway yeast screen; hit rate 0.3% among 330,000; percent response vs DMSO, % at 10 µM; AID 2025; S. cerevisiae RPL19A-GFP strain, flow cytometry, 3 h; stronger effect = lower value;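 active = percent response vs DMSO below 50%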;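 also: median channel GFP fluorescence of the barcoded RPL19A-GFP strain; ratio of sample median GFP to plate DMSO average so 100% = DMSO; lower means less RPL19A-GFP as with rapamycin TOR inhibition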
GRK2 inh: blocks RNA aptamer binding to human GRK2; inhibition of aptamer binding, % at 10 µM; bead flow cytometry, FAM-aptamer displacement from GRK2; hit rate 0.59% among 330,000; P25098;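 active = inhibition of aptamer binding above 40%, roughly 3 SD of noise, on plates passing a quality check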;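 also: median bead fluorescence of bound FAM aptamer so fluorescent compounds give negative values; no value below 0 was filed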
Target sequence (P25098 whole entry, looked up): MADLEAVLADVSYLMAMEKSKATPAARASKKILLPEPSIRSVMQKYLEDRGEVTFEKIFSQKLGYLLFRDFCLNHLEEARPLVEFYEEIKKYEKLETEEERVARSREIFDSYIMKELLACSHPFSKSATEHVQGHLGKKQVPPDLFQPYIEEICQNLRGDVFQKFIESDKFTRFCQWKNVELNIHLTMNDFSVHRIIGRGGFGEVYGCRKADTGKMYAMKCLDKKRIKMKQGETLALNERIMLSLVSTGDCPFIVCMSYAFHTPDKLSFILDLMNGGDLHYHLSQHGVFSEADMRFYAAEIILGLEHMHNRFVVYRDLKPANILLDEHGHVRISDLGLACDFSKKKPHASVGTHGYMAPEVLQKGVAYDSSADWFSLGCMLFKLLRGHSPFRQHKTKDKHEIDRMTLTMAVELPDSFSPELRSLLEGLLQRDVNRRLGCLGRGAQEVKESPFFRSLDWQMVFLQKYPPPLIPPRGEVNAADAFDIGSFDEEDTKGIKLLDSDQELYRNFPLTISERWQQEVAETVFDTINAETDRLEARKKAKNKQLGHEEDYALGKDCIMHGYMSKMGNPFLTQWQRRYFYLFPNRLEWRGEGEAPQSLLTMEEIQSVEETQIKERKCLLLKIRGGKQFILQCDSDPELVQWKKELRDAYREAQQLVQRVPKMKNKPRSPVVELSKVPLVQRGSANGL
AGP1 TOR yeast: yeast TOR pathway AGP1-GFP modulation; S. cerevisiae AGP1-GFP multiplex flow cytometry, 3 h; GFP as percent of DMSO wells; hit rate 0.02% among 320,000; GFP response vs DMSO, % at 10 µM;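 active = GFP response relative to DMSO above a set limit, near screen average plus 3 SD, cut at about 150% in these data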;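 also: median GFP channel fluorescence of the gated AGP1 strain per well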
MEP2-GFP yeast: alters MEP2-GFP fluorescence in TOR pathway yeast screen; S. cerevisiae MEP2-GFP strain, flow cytometry GFP, 3 h; 100% = DMSO control level; GFP response vs DMSO, % at 10 µM; hit rate 0.51% among 330,000;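 active = GFP response versus DMSO above a set limit, roughly screen mean plus 3 SD, cut at about 180% in these data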;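 also: median GFP fluorescence of the barcode-gated MEP2-GFP cells per well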
An asterisk follows results filed as active; x = no result given.

Sample of the layout, four compounds:
SMILES	GASC-1 inh	CIT2-GFP yeast	LAP4 TOR yeast	VLA-4 inh	RPL19A TOR yeast	GRK2 inh	AGP1 TOR yeast	MEP2-GFP yeast
Cc1nnc(SCC(=O)N2CCOCC2)n1C	-6	92	86	0	86	0	85	89
CC(=O)OC(COc1ccccc1)Cn1cnc2cc(C)c(C)cc21 (stereo not drawn)	-4	96	80	-10	84	0	71	88
O=C1NC(=O)c2cc(NC(=O)C3CCCO3)ccc21 (stereo not drawn)	0	108	99	4	102	1	103	106
Cc1ccc(-c2nnc(N3CCN(S(C)(=O)=O)CC3)c3ccccc23)cc1	6	107	102	-8	106	1	105	99

Main list (from the top)
SMILES	GASC-1 inh	CIT2-GFP yeast	LAP4 TOR yeast	VLA-4 inh	RPL19A TOR yeast	GRK2 inh	AGP1 TOR yeast	MEP2-GFP yeast
Cc1nnc(SCC(=O)N2CCOCC2)n1C	-6	92	86	0	86	0	85	89
CC(=O)OC(COc1ccccc1)Cn1cnc2cc(C)c(C)cc21 (stereo not drawn)	-4	96	80	-10	84	0	71	88
O=C1NC(=O)c2cc(NC(=O)C3CCCO3)ccc21 (stereo not drawn)	0	108	99	4	102	1	103	106
Cc1ccc(-c2nnc(N3CCN(S(C)(=O)=O)CC3)c3ccccc23)cc1	6	107	102	-8	106	1	105	99
COc1ccc(NS(=O)(=O)c2ccc3c(c2)NC(=O)CO3)cc1	-5	95	102	9	92	0	103	105
Cc1cccc(C)c1NC(=O)C(=O)NCCc1c[nH]c2ccccc12	0	102	105	5	102	0	102	104
CCOc1ccc(Cn2c(=O)sc3ccccc32)cc1OC	-7	97	107	13	103	2	92	108
Cc1nn(-c2ccccc2)cc1/C=N/NC(N)=S	-15	93	107	7	97	0	107	93
O=C(COC(=O)c1ccccc1[N+](=O)[O-])c1ccc(C2CCCCC2)cc1	8	102	103	2	100	2	103	102
Cn1c(COc2ccccc2)nnc1SCCSc1nnc(COc2ccccc2)n1C	-3	90	101	1	98	0	104	96
CN(C)S(=O)(=O)c1cc(NC(=O)CN2CCN(c3ccc(O)cc3)CC2)ccc1Cl	9	96	100	7	100	0	100	102
COc1ccc(/C=C2/N=C3CCCCCN3C2=O)cc1OC	3	100	105	-5	98	0	99	103
CCOCCCNC(=O)CS(=O)(=O)Cc1nc(-c2cccc(OC)c2)oc1C	-3	87	114	-3	103	56*	78	101
O=C(OCC(=O)c1ccc(Cl)s1)c1ccccn1	1	105	99	-11	101	0	94	112
O=C(O)CCc1ccc(S(=O)(=O)Nc2ccccc2N2CCCCC2)cc1	0	89	101	9	97	1	95	101
COc1ccc(CCNC(=O)C(NS(=O)(=O)c2cccc3nsnc23)C(C)C)cc1OC (stereo not drawn)	0	122	100	-6	104	2	111	111
COc1ccc(/C=N/N=C2/NC(=O)C(CC(=O)NC(C)C)S2)cc1 (stereo not drawn)	-30	89	96	13	91	3	92	91
O=C1CS/C(=N/N=C/c2ccccc2OS(=O)(=O)c2ccccc2)N1	3	111	96	0	113	0	79	83
Cn1cc(/C=C(\C#N)C(=O)Nc2ncc(Cc3cccc(Cl)c3)s2)c2ccccc21	-7	88	97	-14	100	0	96	90
O=C(Nc1ccccc1)NC1CCS(=O)(=O)C1 (stereo not drawn)	-5	106	102	4	103	0	109	101
O=C(Cn1nnc(-c2ccccc2)n1)N/N=C/c1cc([N+](=O)[O-])ccc1O	-14	107	97	-10	106	4	109	106
NC(=O)CSc1nnnn1-c1cccc(Cl)c1	1	110	105	-9	113	0	107	107
COc1cccc(-n2c(SCC(=O)N3CCc4ccccc43)nnc2-c2c[nH]c3ccccc23)c1	1	103	113	0	109	0	106	106
COc1ccc(CCN(C)C(=O)c2c(C)noc2C)cc1OC	8	100	101	2	97	5	102	99
COc1ccc(N(CC(=O)Nc2ccc(Cc3ccncc3)cc2)S(=O)(=O)c2ccccc2)cc1	1	103	96	16	102	1	105	101

Next section.
SMILES	GASC-1 inh	CIT2-GFP yeast	LAP4 TOR yeast	VLA-4 inh	RPL19A TOR yeast	GRK2 inh	AGP1 TOR yeast	MEP2-GFP yeast
Cc1nnsc1C(=O)N(Cc1ccccc1)C(C)C	-4	94	99	-23	96	1	98	98
N#Cc1ccsc1NC(=O)CN1CCN(S(=O)(=O)c2cc(Cl)ccc2Cl)CC1	-6	95	97	10	101	1	99	100
CCOc1ccc(CC(=O)OCc2cc(=O)n3cc(Br)ccc3n2)cc1	x	102	110	-12	101	2	104	113
COc1ccccc1-c1nc(S(=O)(=O)c2ccccc2)c(N2CCCCC2)o1	8	90	100	-11	103	0	97	101
CC(C)CCn1c(CN2CC(C)OC(C)C2)nc2c1c(=O)n(C)c(=O)n2C (stereo not drawn)	-2	105	118	0	101	1	106	103
Cc1ccc(C(=O)Nc2ccc(OCc3ccccc3)cc2)cc1[N+](=O)[O-]	3	96	100	3	99	1	96	103
CCn1c(=NC(=O)CN2C(=O)CCC2=O)sc2c(OC)ccc(OC)c21	4	95	113	0	102	0	96	100
N#Cc1c(/N=C/c2ccco2)sc2c1CCC2	2	83	89	0	92	0	83	88
CN(CC(=O)Nc1ccc(F)cc1)C(=O)Cn1cnc2ccc(Cl)cc2c1=O	-3	85	94	8	95	0	96	94
COc1cnc(-c2ccccn2)[nH]c1=O	14	99	96	-2	104	0	97	100
O=S(=O)(c1cccc2nonc12)N1CCN(c2ccc(F)cc2)CC1	4	93	118	0	97	1	101	99
CCOC(=O)c1ccc(N2NC(=O)/C(=C/c3ccc(OC(=O)c4ccco4)c(OC)c3)C2=O)cc1	5	116	89	10	106	1	103	118
CCCC(=O)NC(=S)Nc1cccc(-c2nc3ncccc3o2)c1	-1	97	111	-1	95	3	106	98
Nc1nc(SCc2ccc([N+](=O)[O-])cc2)c2ncn(C3OC(CO)C(O)C3O)c2n1 (stereo not drawn)	-6	97	91	4	93	2	93	98
COc1ccc(CNC(=O)c2cccc(N(C)C)c2)cc1	5	99	108	-1	104	0	104	100
O=C(Nc1ccc2c(c1)OCCO2)C1c2ccccc2C(=O)N2CCc3ccccc3C12 (stereo not drawn)	-1	99	97	8	100	0	99	99
CC(=O)Nc1ccc(S(=O)(=O)NCC2CCC(C(=O)N3CCCCC3)CC2)cc1 (stereo not drawn)	-4	106	100	7	106	0	107	106
CCn1ccc(C(=O)NCCCN2CCCC2=O)n1	1	98	91	1	99	0	95	87
CCN(c1cccc(C)c1)S(=O)(=O)c1cc(CN2C(=O)c3cccnc3C2=O)ccc1OC	-2	101	97	6	104	0	100	110
Cn1c(CC(=O)Nc2ccccc2)nnc1SCC(=O)Nc1ccc(N2CCOCC2)cc1	-5	96	105	-9	99	2	101	102
CCCC(=O)Nc1ccc(C(=O)N/N=C/c2ccc[nH]2)cc1	5	100	92	7	101	2	93	101
COCCNC(=O)c1noc2c1CCc1cc(OC)ccc1-2	-4	108	103	-13	x	0	92	98
COc1cccc(CN2CCC(C(=O)N3CCN(Cc4ccc5c(c4)OCO5)CC3)CC2)c1OC	-2	101	102	21	101	0	103	102
O=C(c1cn(-c2ccccc2)nc1-c1cccnc1)N1CCN(S(=O)(=O)c2ccccc2F)CC1	8	91	89	-11	95	0	97	91
Cc1csc2c(N3CCN(C(=O)Nc4ccccc4)CC3)ncnc12	-13	104	111	-5	98	0	119	95

Next results follow:
SMILES	GASC-1 inh	CIT2-GFP yeast	LAP4 TOR yeast	VLA-4 inh	RPL19A TOR yeast	GRK2 inh	AGP1 TOR yeast	MEP2-GFP yeast
CCNc1nn2ccccc2c1/C=C(\C#N)C(=O)OCC	2	99	102	-6	97	1	96	105
O=C(N/N=C/c1ccccc1)c1ccc(OCc2ccccc2)cc1	12	96	87	5	87	7	74	82
O=C(Nc1ccc(-c2nnco2)cc1)c1ccccc1	12	96	116	-2	106	0	104	103
CC(C)Cc1nnc(NC(=O)CN2C(=O)NC3(CCCC3)C2=O)s1	-4	118	108	-4	103	0	110	103
Cc1c(Nc2ncnc3nc[nH]c23)c(=O)n(-c2ccccc2)n1C	4	95	105	33	100	0	98	97
Cc1nn(C)c(C)c1/C=C/C(=O)O	10	84	84	-1	95	1	85	97
CCN(CC)S(=O)(=O)c1ccc(C)c(NC(=S)NC2CCCCC2)c1	4	103	107	26	98	1	104	99
CC(=O)Nc1ccc(OCCOc2ccc(/C=C3\C(=N)N4N=C(C)SC4=NC3=O)cc2)cc1	-6	100	91	-2	104	2	96	109
COc1cc(NC(=O)Nc2ccc(C)cc2)cc([N+](=O)[O-])c1	-9	91	99	18	104	1	103	113
c1ccc2sc(N3CCN(Cc4nnnn4CC4CCCO4)CC3)nc2c1 (stereo not drawn)	11	99	105	x	103	0	101	104
Cc1nc(NCCc2cnc[nH]2)c2oc3ccccc3c2n1	7	97	98	8	97	3	102	99
Cc1ccc(NC(=S)NCc2ccccc2)cc1S(=O)(=O)N1CCCCC1	6	100	111	8	104	3	105	103
CCCc1nnc(NC(=O)CCC(=O)N2CCN(C3c4ccccc4-c4ccccc43)CC2)s1	0	90	102	4	100	2	96	102
CS(=O)(=O)N(CC(=O)NCc1ccco1)Cc1ccc(Cl)cc1	1	105	96	-2	104	0	108	100
Cc1cccc2c1[nH]c1nc(N/N=C\c3ccco3)nnc12	-12	97	102	-1	100	0	102	101
O=C(O)c1ccc(NC(=S)NC(=O)c2cccnc2)cc1	13	98	95	2	104	9	96	106
CC(=O)c1ccc(N2CCN(C3CCC(C(C)(C)C)CC3)CC2)cc1 (stereo not drawn)	-3	93	98	6	105	0	91	110
CCn1ncc(C2=NOC(C(=O)NCc3ccc(OC)cc3)C2)c1C (stereo not drawn)	0	104	95	4	x	4	94	95
COc1ccccc1CNC(=O)C(NC(=O)c1ccccc1C)C(C)C (stereo not drawn)	22	100	105	4	96	0	104	101
COC(=O)NC1(C(F)(F)F)C(=O)Nc2c1c(=O)n(C)c(=O)n2C (stereo not drawn)	28	101	104	44	105	0	102	99
CS(=O)(=O)c1sc2nc(-c3ccccc3)cc(-c3ccccc3)c2c1N	-1	76	115	-4	94	0	87	97
Cc1ccsc1C(=O)OCC(=O)N1CCN(C(=O)c2ccco2)CC1	-8	104	104	10	105	2	106	105
Cc1ccc2c(c1)[C@H]1[C@H](CO2)[C@H](c2ccccc2)[C@]2(C)C(=O)N(Cc3ccccc3)CC(=O)N12	x	100	108	5	104	7	111	102
O=C(/C=C/c1ccc2ccccc2c1)c1ccoc1	-22	93	103	14	95	0	92	95
O=C(CCS(=O)(=O)Cc1ccccc1)Nc1ccc2c(c1)OCCO2	23	93	101	4	96	2	101	95

(next part)
SMILES	GASC-1 inh	CIT2-GFP yeast	LAP4 TOR yeast	VLA-4 inh	RPL19A TOR yeast	GRK2 inh	AGP1 TOR yeast	MEP2-GFP yeast
O=C(Nc1ccc(N=Nc2ccccc2)c(NC(=O)C2CCCO2)c1)C1CCCO1 (stereo not drawn)	7	92	111	14	96	0	94	101
CCN(CC)CCn1c2ccc(Cl)cc2c2nc(C)sc21	-4	99	101	-4	97	0	102	100
COC(=O)[C@H](C)NC(=O)NCc1ccc(S(N)(=O)=O)cc1	2	104	100	-1	99	2	108	102
O=C(COC(=O)CNC(=O)c1cccc(Br)c1)Nc1nnc(-c2ccccc2)o1	-1	94	94	-10	99	3	97	94
CCC(C)(C(=O)NC1CCCC1)N(C(=O)CC1NC(=O)NC1=O)c1ccc(C)cc1 (stereo not drawn)	-3	100	104	-7	99	0	99	104
O=C(N/C(=C\c1ccc(Br)cc1)C(=O)N1CCOCC1)c1ccco1	-10	114	98	13	101	2	110	108
CCN(C(=O)c1ccc(Cl)cc1[N+](=O)[O-])c1ccccc1C	-4	93	94	0	86	0	x	93
O=C(N/N=C/c1ccc(O)cc1O)/C(=C/c1ccccc1)CCO	-1	108	93	3	106	0	98	113
CN1C(=S)SC(N(O)C(=O)Nc2cccc3ccccc23)C1(C)C (stereo not drawn)	2	97	89	-3	98	0	100	97
Oc1cccc(Nc2ncnc3ccccc23)c1	-3	93	87	10	95	2	89	95
